# Assay outcomes from PubChem BioAssay.
# GLP-1R inv ag: GLP-1 receptor (human) inverse agonism | P43220 | HEK293 GLP-1R CRE-luciferase, luminescence, 24 h; GLP-1R form is constitutively active | 410,000 compounds, 1.6% hits | AID 624417 | Potency, µM (titrated, usually from 38.3 µM), without a hit: top-dose activity change, negative = inhibition, most hits filed as inhibitors; also: potency is read from the fitted curve at half-maximal effect; % is scaled to controls: 0 for no effect and ±100 for the full control effect; nearly all actives have a fitted effect of over 55% in size
# Target sequence (P43220 whole entry, looked up): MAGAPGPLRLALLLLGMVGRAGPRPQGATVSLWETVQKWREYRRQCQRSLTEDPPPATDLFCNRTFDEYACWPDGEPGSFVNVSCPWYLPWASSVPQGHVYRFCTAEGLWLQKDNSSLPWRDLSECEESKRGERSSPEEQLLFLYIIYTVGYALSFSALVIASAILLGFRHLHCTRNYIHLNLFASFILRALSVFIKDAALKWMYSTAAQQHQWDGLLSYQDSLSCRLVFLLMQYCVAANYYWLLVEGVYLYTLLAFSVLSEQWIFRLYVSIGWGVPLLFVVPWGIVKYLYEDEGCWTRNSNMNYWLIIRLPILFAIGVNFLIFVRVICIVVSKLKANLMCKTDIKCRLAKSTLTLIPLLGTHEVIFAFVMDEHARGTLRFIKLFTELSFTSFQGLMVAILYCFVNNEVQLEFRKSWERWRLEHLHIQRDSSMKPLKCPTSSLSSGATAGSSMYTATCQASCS
#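 HEK293 cells stably co-expressing a cAMP-responsive luciferase reporter and constitutively active GLP-1R were seeded, incubated 12 h, then exposed to compounds for 24 h at 37 C. Luminescence was read 12 min after detection reagent; inverse agonists lower signal.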
# KB-V1 cytotox: KB-V1 MDR subline cytotoxicity; KB-V1 MDR cells viability, CellTiter-Glo, 72 h; Potency, µM (top dose mostly 46.1 µM), without a hit: at the top dose activity change, negative = cytotoxicity, hits mostly cytotoxic; 400,000 compounds, 3.4% hits; AID 1347076; also: potency is read from the fitted curve at half-maximal effect; % is scaled to controls: 0 for no effect and ±100 for the full control effect; nearly all actives have a fitted effect of over 60% in size
#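 Luminescent ATP read-out (CellTiter-Glo, 10 min) measures survival of drug-selected KB-V1 MDR cells after 72 h, 37 degrees C compound exposure. Medium: phenol-red-free DMEM, 10% FBS. Values from fitted concentration-response curves.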
# PTHR1 agonist: PTHR1 (human) receptor agonism; HEK293 GP2 PTHR1 cells, GloSensor cAMP luminescence, 1 h; Potency, µM (top dose mostly 115 µM), for the others: at the highest dose activation, actives largely listed as activators; 410,000 compounds, 0.075% hits; also: potency is read from the fitted curve at half-maximal effect; nearly all actives have a fitted effect of over 55% in size; some results filed as inactive show a strong effect at the top dose; inactives centre near -15; many of its hits are not listed in these tables
#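 HEK-293-derived GP2 cells expressing PTHR1 and a GloSensor cAMP reporter, 3,000/well, plated overnight, given luciferin plus IBMX (each 0.5 mM as added) for 1 h at 37 °C, then compound for 1 h at 37 °C. Luminescence was read after 15 min at room temperature.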
# GLP-1R agonist: agonists of human GLP-1 receptor; Potency, µM (doses to about 45.6 µM), without a hit: at the highest dose activation, hits mostly activators; HEK293 GLP-1R CRE-luciferase, luminescence, 4-6 h; cells express a hypersensitive GLP-1R form; 380,000 compounds, 0.007% hits; P43220; also: potency is read from the fitted curve at half-maximal effect; % of control where 0% means no effect
# DRD3 antagonist: blocks the human D3 dopamine receptor; P35462; D3R cells, DiscoveRx beta-arrestin luminescence, antagonist mode; active compounds read low; max response, negative = inhibition, %; 360,000 compounds, 2.5% hits; AID 652054; in the data active = max response below about -50%; inconclusive = no clear call, values can overlap the other calls; also: % is scaled to controls: 0 for no effect and ±100 for the full control effect; mostly tested at two doses, the higher about 12 µM
# Target sequence (P35462 whole entry, looked up): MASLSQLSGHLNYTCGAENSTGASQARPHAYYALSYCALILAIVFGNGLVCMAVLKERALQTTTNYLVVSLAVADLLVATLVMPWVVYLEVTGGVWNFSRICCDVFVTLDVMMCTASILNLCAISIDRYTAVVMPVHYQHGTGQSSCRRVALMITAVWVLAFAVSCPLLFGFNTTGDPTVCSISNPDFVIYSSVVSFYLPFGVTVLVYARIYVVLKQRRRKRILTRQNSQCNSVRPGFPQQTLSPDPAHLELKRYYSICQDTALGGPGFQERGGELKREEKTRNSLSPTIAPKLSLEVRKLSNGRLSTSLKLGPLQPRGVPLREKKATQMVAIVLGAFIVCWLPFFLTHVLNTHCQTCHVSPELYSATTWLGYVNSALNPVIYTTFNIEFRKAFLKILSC
#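 Cells expressing the human receptor were seeded at 1500 cells/well, incubated overnight at 37 degrees C in 5% CO2, then exposed to library compounds with dopamine controls for 90 minutes at 37 degrees C before luminescent detection.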
# TDP43 rescue: inhibitors of TDP-43 toxicity in yeast. TDP-43 expressing yeast growth rescue, BacTiter-Glo, 24 h. 410,000 compounds, 1.8% hits. Potency, µM (highest dose often 46.1 µM), for inactives: top-dose growth rescue (activation), most hits filed as activators; also: potency is read from the fitted curve at half-maximal effect; % of control where 0% means no effect; nearly all actives have a fitted effect of over 50% in size
#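 Cell-based yeast growth screen: TDP-43 expression induced in galactose, inoculum OD600=0.02 after raffinose pregrowth to mid-log. Read-out BacTiter-Glo luminescence at 24 hr, 30 deg C; inhibition of toxicity seen as signal increase.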
# aSyn yeast inh: alpha-synuclein toxicity inhibition in yeast | Yeast expressing alpha-synuclein, growth rescue, BacTiter-Glo, 24 h | Potency, µM (highest dose often 46.1 µM), without a hit: top-dose growth rescue (activation), most hits filed as activators | 370,000 compounds, 0.14% hits; also: potency is read from the fitted curve at half-maximal effect; % of control where 0% means no effect; nearly all actives have a fitted effect of over 65% in size
#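 Screening used galactose-induced yeast with toxic alpha-synuclein levels, exposed to compound for 24 hr at 30 deg C. Cell growth, read with BacTiter-Glo luminescence, gave the measured signal.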
# DRD3 agonist: activates the human D3 dopamine receptor; P35462; D3R DiscoveRx beta-arrestin cells, luminescence, 90 min; max activation, %; 410,000 compounds, 0.58% hits; AID 652048; in the data active = max activation above about 30%; also: 0% is about no effect; mostly tested at two doses, the higher about 12 µM
#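 Agonist-mode cell screen: cells plated at 1500/well and incubated overnight at 37 °C, then exposed to library compounds for 90 min at 37 °C. Detection reagent was added for 30–60 min at room temperature, and luminescence was read.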
# HEK293 tox: cytotoxicity in counter-screen for GLP-1R inverse agonists; 410,000 compounds, 0.13% hits; HEK293 cAMP-luciferase reporter cells, luminescence, 24 h; Potency, µM (highest dose often 38.3 µM), for inactives: top-dose activity change, negative = inhibition, hits mostly inhibitors;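 also: loss of luciferase light is scored as toxicity; potency is read from the fitted curve at half-maximal effect; % is scaled to controls: 0 for no effect and ±100 for the full control effect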
#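 Seeding density was 200 cells/uL; after overnight-length (12 h) culture, 23 nL compounds went on for 24 h at 37 °C. Readout used a luciferase detection reagent, luminescence taken after 12 min at room temperature.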
# The depositor's hits bear a star; i = inactive; ? = inconclusive; nt = no result given; [ ] = remark or other dose. Unless noted, calls follow the shape of the dose curve; as a rule, active = well fitted curve in the direction sought with a large enough effect; inconclusive = small, poorly fitted or top-dose-only effect, or another doubt; inactive = no such curve, though single readings can be large; an effect the other way counts as inactive or inconclusive.
compound | GLP-1R inv ag | KB-V1 cytotox | PTHR1 agonist | GLP-1R agonist | DRD3 antagonist | TDP43 rescue | aSyn yeast inh | DRD3 agonist | HEK293 tox
O=C(N[C@@H](Cc1ccc(O)cc1)C(=O)O)c1cccnc1 | 6% | 14% | -22% | -3% | -1 | 18% | 1% | -3 | 0%
COC(C[C@H]1O[C@@H]1[C@H](O)[C@H](C)OCc1ccccc1)OC | 1% | 11% | -22% | -2% | 0 | 30% | 0% | 20 | -7%
CC(=O)N1CCOc2ccc(S(=O)(=O)N3CC(C)CC(C)C3)cc21 (stereo not given) | ? | 13% | i | -2% | -10 | -16% | -2% | 3 | -1%
O=C(Nc1nc(C2C3CC4CC(C3)CC2C4)cs1)c1cc2cc([N+](=O)[O-])ccc2oc1=O (stereo not given) | 17% | 8% | i | -15% | -5 | 16% | -1% | -2 | -2%
CC(=O)Nc1ccc(NC(=O)CSc2ccc(-c3sc(C)nc3C)nn2)cc1 | 104%[activator] | -1% | i | 10% | 12 | 5% | -3% | 5 | 6%
O=C(CSc1nc2sc3c(c2c(=O)n1-c1ccccc1)CCCC3)N/N=C/c1ccc(C(=O)O)cc1 | 6% | 16% | -14% | -2% | 1 | -26% | -1% | -1 | -3%
O=C(NCCc1ccc(F)cc1)N1CCOCC1 | 15% | 3% | -1%[57.5 µM] | -12% | -1 | -7% | 3% | 6 | -15%
CC(C)(C)OC(=O)[C@H](Cc1ccccc1)NC(=O)c1[nH]cnc1C(=O)Nc1cccc(Cl)c1 | ? | ? | -20% | -4% | -54* | 13% | 15% | 0 | 0%
Cc1ccc(C(=O)NC2CCCc3ccccc32)cc1[N+](=O)[O-] (stereo not given) | ? | ? | -11% | 9% | -13 | 10µM* | 7% | -19 | 0%
c1cn2c(-c3ccc(N4CCOCC4)cc3)cncc2n1 | 6% | 0% | i | 7% | 19 | ? | 1% | 6 | -2%
C[C@@H]1O[C@@H](O[C@H]2[C@H](O)[C@@H](O)[C@H](Oc3c(-c4ccc(O)c(O)c4)oc4cc(O)cc(O)c4c3=O)O[C@@H]2CO)[C@H](O)[C@H](O)[C@H]1O | 11% | 0% | -3% | -3% | -10 | 3% | -7% | 7 | -11%
Cc1ccc(-c2nn[nH]n2)o1 | 0% | -10% | i | -11% | -4 | 4% | -4% | 15 | 0%
Cc1cc(C)c(NS(=O)(=O)c2ccc3c(c2)NC(=O)CC(=O)N3)c(C)c1 | -14% | 4% | i | -6% | 6 | 3% | 1% | 4 | -4%
Cc1nonc1NC(=O)CSc1cn[nH]n1 | 13% | 1% | -4% | 10% | ? | -8% | 0% | -6 | 5%
O=C(CCCc1nc2ccccc2s1)N1CCN(c2ccccc2)CC1 | -20% | -3% | -26% | 9% | -1 | ? | 9% | 3 | -10%
COc1ccc(-c2noc(CCCCC(=O)N3CCN(c4cc(C)ccc4C)CC3)n2)cc1 | ? | ? | -51%[inhibitor] | 5% | 100 | ? | 1% | 53* | 4%
CCOC(=O)n1ccc(C(=O)Nc2ccccc2F)n1 | 0% | 29% | -8%[57.5 µM] | -12% | 2 | ? | 1% | 6 | 3%
Cc1ccc(NC(=O)CCN2CCc3ccccc3C2)cc1 | 0% | 0% | i | 9% | -95* | -25% | -7% | -19 | -16%
NC(=O)C1=C[C@@H](c2ccccc2)C[C@@H](OCCCCO)O1 | 11% | ? | -18% | -2% | -22 | 7% | -1% | -4 | 1%
CN1CCN(S(=O)(=O)c2ccc3[nH]c(=O)oc3c2)CC1 | -2% | 0% | i | -14% | -19 | 13% | -4% | 5 | 4%
O=C(CSc1n[nH]c(-c2cccs2)n1)N1CCCC1 | 19% | 2% | ? | -7% | -6 | 6% | ? | 11 | 17%
CS(=O)(=O)c1ccc(N2CCN(S(=O)(=O)c3cccs3)CC2)c([N+](=O)[O-])c1 | 3% | ? | -27% | -1% | 0 | 5% | -5% | 2 | 1%
CCOc1ccccc1OCC(=O)Nc1ccc2[nH]c(=O)[nH]c2c1 | 19% | 16µM* | i | 4% | 3 | -2% | 2% | -2 | -1%
COc1ccc(NCc2cc3cc4c(cc3n(CC(=O)Nc3ccc(C)c(C)c3)c2=O)OCO4)cc1 | -15% | -7% | i | 2% | nt | 16% | 2% | -1 | -3%
COc1ccc(N/C(=N/c2nc(C)cc(C)n2)NC(=O)c2ccccc2)cc1 | 8% | 8% | -11% | 5% | 9 | 3% | 2% | 1 | -6%
CCCNC(=O)OCc1cccnc1Sc1ccc(C)cc1 | ? | ? | -77% | 18% | 16 | 20µM* | 8% | -3 | -1%
CC(C)(C)NC(=O)C1c2ccccc2OCC(=O)N1CCc1ccccc1 (stereo not given) | 25% | 0% | -3% | 0% | 7 | -5% | ? | 2 | -24%
Cc1ccc2[nH]c3c(c2c1)CN(C(=O)CN(C)CC1OCCO1)CC3 | 0% | 5% | i | 5% | -11 | 4% | nt | 2 | 217%[activator]
Cc1nn(CCC(=O)N2CCN(S(=O)(=O)c3ccc(Cl)cc3)CC2)c(C)c1C | -2% | 12% | -7% | 11% | -1 | 1% | 7% | 11 | 6%
CC1CCN(C(=O)CNC(=O)Cc2ccccc2)CC1 | 11% | 0% | -5% | 5% | 12 | 10% | -2% | -2 | 4%

# (list continues)
compound | GLP-1R inv ag | KB-V1 cytotox | PTHR1 agonist | GLP-1R agonist | DRD3 antagonist | TDP43 rescue | aSyn yeast inh | DRD3 agonist | HEK293 tox
Cc1cc(S(=O)(=O)NCc2cccnc2)ccc1F | -3% | -3% | i | -3% | 15 | nt | -2% | 13 | -6%
Cc1cc(C)cc(-n2c(=O)c3ccccc3n(CC(=O)NCC3CCCO3)c2=O)c1 (stereo not given) | -15% | 14% | -2% | 0% | 1 | -15% | 4% | 2 | -7%
CCN1C(=O)[C@H]2[C@@H](c3ccc(C)cc3)N3C(=O)N(c4cccc(Br)c4)C(=O)[C@@]3(CC(C)C)[C@H]2C1=O | ? | 0% | -43%[inhibitor] | -3% | -5 | 14% | 11% | -5 | -3%
Cc1cc(C(=O)OCC(=O)N(C)C2CCS(=O)(=O)C2)c(C)n1-c1ccccc1 (stereo not given) | 5% | 0% | i | 5% | 11 | 10% | 2% | 0 | 8%
COc1ccc(N/C(N)=N/c2nc(C)c(Cc3ccccc3)c(=O)[nH]2)cc1 | -11% | -13% | -23% | -2% | 6 | 8% | 0% | 2 | -1%
COc1ccc(Nc2nnc(-c3ccc(C)c(S(=O)(=O)N4CCOCC4)c3)c3ccccc23)cc1 | 6% | ? | -11% | nt | nt | 5% | nt | -10 | -3%
C/C(=N\NC(=O)c1c(Cl)c(C)nn1C)c1ccc(NC(=O)C2CCC2)cc1 | -8% | 3.3µM* | i | 5% | -23 | 10% | 0% | -11 | -26%
CCOC(=O)/C(C#N)=C1/C=CNC(=O)N1 | 10% | -12% | i | -19% | -20 | -13% | -2% | -10 | 23%
Cc1ccccc1NC(=O)c1ccc(COc2ccc3c(C)cc(=O)oc3c2)cc1 | 13% | -2% | -88%[inhibitor] | -2% | 17 | 10% | -1% | 12 | -1%
CN(C)CCCNC(=O)c1ccc(CN(c2ccccc2)S(C)(=O)=O)cc1 | ? | 5% | i | -9% | ? | -2% | 0% | -7 | 40%
O=C(NC(=S)Nc1ccc2[nH]c(=O)[nH]c2c1)c1ccccc1Cl | 10% | 4% | i | -7% | 0 | 8% | 9% | 6 | -15%
CCOC(=O)C[C@@H]1OC[C@H](C)N1S(=O)(=O)c1ccc(C)cc1 | 19% | ? | i | nt | 5 | 18% | 2% | 4 | -3%
COc1cccc(-c2nc(CS(=O)(=O)CC(=O)N3CCN(c4cc(C)ccc4C)CC3)c(C)o2)c1 | 7.9µM* | nt | -95%[inhibitor] | nt | nt | 26% | nt | 22 | -3%
COc1ccc2ccccc2c1/C=N/NC(=O)c1nnn(-c2nonc2N)c1C(C)C | ? | ? | -87%[inhibitor] | -2% | -9 | -22% | -2% | -13 | 0%
CCOC(=O)C1CCN(S(=O)(=O)c2ccc(Cl)cc2OC)CC1 | 0% | -11% | i | -3% | 11 | -17% | 14% | 4 | -13%
CCCCC(=O)Nc1nnc(CCOC)s1 | 27% | -2% | i | -9% | 10 | 13% | -1% | 2 | 4%
COc1cccc(OCc2cc(C(=O)N(C)C3CC(C)(C)NC(C)(C)C3)no2)c1 | ? | 0% | 27% | -7% | -10 | -6% | -5% | -7 | 11%
COc1ccc(S(=O)(=O)N2CCCCC2)cc1NC(=S)Nc1ccccc1 | -7% | 0% | i | 0% | -15 | 6% | 0% | 2 | 15%
O=C(CCn1c(=S)oc2ccccc21)Nc1ccccc1F | 1% | -20% | -4% | 7% | 1 | 9% | 2% | -4 | 11%
CCN1C(=O)NC(c2cccnc2)C(C(=O)OC)=C1C (stereo not given) | 0% | -1% | -12%[57.5 µM] | -1% | 9 | -14% | 8% | -3 | -12%
COc1cccc(C(=O)N2CCC(n3nccc3NC(=O)C(OC)c3ccccc3)CC2)c1 (stereo not given) | 10% | 9% | i | 0% | ? | 4% | -4% | -19 | 1%
CCCCOCCO | -18% | 4% | i | 4% | 3 | -8% | 1% | 10 | -13%
CCOC(=O)c1cc(-c2ccc(C)cc2)n(CCC(=O)Nc2nc3c(C)cccc3s2)c1C | ? | 12% | -12% | -5% | nt | 16% | nt | 7 | -27%
NNC(=O)Cc1cn(-c2ncc(C(F)(F)F)cc2Cl)c2ccccc12 | ? | -3% | -14% | -12% | 14 | 27% | 1% | 4 | 2%
COc1cc2ccc(CC(N)=O)cc2cc1OC | 1% | 17% | i | -1% | 7 | 25% | 4% | 3 | -18%
Cc1ccc(NC(=O)CCn2cccn2)c(C)c1 | 9% | 5% | -2% | nt | nt | 21% | nt | 7 | 4%
CCCCN1CC(COCc2ccccc2)Oc2cccc(NCc3ccc(OC)cc3)c2S1(=O)=O (stereo not given) | ? | 0% | -14% | 3% | 13 | 16% | -9% | 5 | 4%

# The list is partial; the hit share may differ from the screen's.
